TMEM16A act: mouse TMEM16A channel activation, primary screen. Q8BHY3. HEK293 TMEM16A/YFP-H148Q/I152L, iodide quench fluorescence; hits give low values. B-score at 10 µM. hit rate 0.3% among 340,000;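 active = fluorescence-ratio B-score plate-corrected deviation score at least 3 library SD below zero, with starting fluorescence score within 5 deviations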;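 also: channel opened by trigger with iodide after compound preincubation; score built on the fluorescence ratio of max minus min over baseline; more negative score means more quench and so TMEM16A activation or potentiation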
Target sequence (Q8BHY3 whole entry, looked up): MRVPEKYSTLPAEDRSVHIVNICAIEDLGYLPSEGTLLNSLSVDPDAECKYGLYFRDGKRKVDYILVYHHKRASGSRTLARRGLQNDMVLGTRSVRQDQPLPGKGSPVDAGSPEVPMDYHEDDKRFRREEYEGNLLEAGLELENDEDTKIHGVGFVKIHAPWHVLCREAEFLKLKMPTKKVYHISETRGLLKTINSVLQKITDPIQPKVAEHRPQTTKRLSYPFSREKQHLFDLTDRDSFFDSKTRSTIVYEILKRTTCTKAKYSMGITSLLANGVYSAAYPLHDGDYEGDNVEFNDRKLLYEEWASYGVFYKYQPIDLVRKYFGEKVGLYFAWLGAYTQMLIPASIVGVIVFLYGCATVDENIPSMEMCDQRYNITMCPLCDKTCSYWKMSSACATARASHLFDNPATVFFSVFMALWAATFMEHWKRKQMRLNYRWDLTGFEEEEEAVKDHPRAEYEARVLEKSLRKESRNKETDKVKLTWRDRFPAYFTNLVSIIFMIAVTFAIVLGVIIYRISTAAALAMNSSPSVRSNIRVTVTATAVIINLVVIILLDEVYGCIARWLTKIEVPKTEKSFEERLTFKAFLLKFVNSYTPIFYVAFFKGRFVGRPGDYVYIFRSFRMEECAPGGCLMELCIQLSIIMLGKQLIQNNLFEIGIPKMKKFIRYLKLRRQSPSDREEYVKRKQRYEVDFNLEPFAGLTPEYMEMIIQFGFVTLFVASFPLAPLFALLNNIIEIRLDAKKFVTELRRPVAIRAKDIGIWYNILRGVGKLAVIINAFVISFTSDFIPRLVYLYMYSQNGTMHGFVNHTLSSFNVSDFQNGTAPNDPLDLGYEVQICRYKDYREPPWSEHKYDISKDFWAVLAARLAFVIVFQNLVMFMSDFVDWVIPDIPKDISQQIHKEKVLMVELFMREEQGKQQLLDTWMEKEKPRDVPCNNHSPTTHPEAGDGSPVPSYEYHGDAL
TRPC6 activator: mouse TRPC6 channel activation; Q61143; HEK293-TRPC6 membrane potential dye fluorescence; hits give high values; B-score at 10 µM; hit rate 0.13% among 310,000;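 active = B-score of the integrated fluorescence ratio above library mean plus 3 SD, and starting fluorescence ratio within library mean plus 5 SD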;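 also: higher score means more depolarization so channel activation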
TRPC4 inh: TRPC4 (mouse) channel inhibition. Q9QUQ5. HEK293 TRPC4beta/mu-opioid, DAMGO-evoked Fluo4 calcium flux; hits give low values. B-score at 10 µM. hit rate 0.39% among 300,000. AID 2247;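 active = B-score over 3 SD under the library average, no early fluorescence shift, positive overall ratio signal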
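Assay system: Stable TRPC4beta/mu-opioid receptor HEK293 cells | Reagent: DAMGO in two steps, submaximal then maximal | Compound dosing: Single concentration per test compound | Signal: Fluo4 Ca2+ flux fluorescence | Evaluation: Per-well B score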
TRPC4 act: activators of mouse TRPC4 channel; Q9QUQ5; HEK293 TRPC4beta/mu-opioid, Fluo4 calcium fluorescence; hits give high values; B-score at 10 µM; hit rate 0.49% among 310,000;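 active = B-score above 5 SD of library B-scores, and initial fluorescence ratio not above library mean plus 5 SD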;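 also: positive B-score marks a calcium rise read as TRPC4 activation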
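Assay system – TRPC4beta and mu-opioid receptor HEK293 stable cells · Measured by – Fluo4 fluorescence, kinetic · Schedule – dye loading 45 min room temperature, 110 s kinetic read · Read-out – B-scored integrated calcium fluorescence ratio · Controls – buffer and maximal DAMGO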
TRPC6 inhibitor: inhibitors of mouse TRPC6 channel. HEK293-TRPC6, membrane potential dye, ACh-evoked depolarization; hits give low values. hit rate 1.1% among 310,000. B-score at 10 µM. Q61143. AID 2553;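 active = B-score under library mean minus 3 SD, initial fluorescence not abnormally high, positive integrated signal ratio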;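 also: B-score derived from integrated fluorescence ratio over the kinetic read; more negative B-score means stronger inhibition of depolarization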
TRPC4 PAM: TRPC4 (mouse) allosteric potentiation. Q9QUQ5. HEK293 TRPC4beta/mu-opioid, DAMGO EC20, Fluo-4 Ca2+ flux; hits give high values. B-score at 10 µM. hit rate 0.42% among 310,000. AID 2227;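 active = B-score of calcium response area above 5 SD of library B-scores, with initial fluorescence ratio within 5 SD of library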;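 also: B-score of integrated fluorescence ratio over time as area under calcium response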
MrgX1 agonist: agonists of human MrgX1 receptor; B-score at 10 µM; MrgX1-HEK293 cells, Fluo-4 calcium fluorescence, agonist mode; hits give high values; AID 588627; hit rate 0.44% among 310,000;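 active = calcium response B-score plate-corrected fluorescence ratio at least 3 library SD, with starting fluorescence B-score inside 5 SD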
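Material: MrgX1-expressing HEK293 cells / Dosing: compound as first of three additions / Incubation: overnight seeding, then 1 h dark dye loading / Signal: Fluo-4 NW calcium fluorescence / Evaluation: B-scored fluorescence response ratio / Benchmarks: positive and negative control wells on each plate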
MrgX1 allo act: allosterically activates human MrgX1 receptor signaling | AID 588675 | Q96LB2 | MrgX1-HEK293, Fluo-4 calcium flux, FDSS; hits give high values | B-score at 10 µM | hit rate 0.63% among 310,000;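 active = plate-corrected calcium response at least 3 library SD above typical, normal starting fluorescence, not activating the receptor alone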;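 also: compound read alongside a low EC10 to EC30 dose of BAM8-22 agonist; peak minus trough fluorescence over baseline measured at the second addition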
TMEM16A inh: blocks the mouse calcium-activated chloride channel TMEM16A | Q8BHY3 | HEK293 TMEM16A/YFP iodide influx fluorescence, ionomycin | normalized B-score (activity score, 25-100; higher = stronger inhibition) at 10 µM | hit rate 1.2% among 310,000 | AID 588511;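 active = ratio plate-corrected score three or more library SD toward inhibition, starting fluorescence score within five deviations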;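 also: score derived from kinetic fluorescence span divided by baseline fluorescence per well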
MrgX1 antagonist: antagonists of human MrgX1 receptor | Q96LB2 | AID 588676 | MRGX1-HEK293 calcium flux, Fluo-4, BAM8-22 antagonism; hits give low values | hit rate 1.3% among 310,000 | B-score at 10 µM;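 active = calcium-response B-score plate-corrected more than 3 library SD below zero, starting fluorescence within 5 deviations, no agonist response on first addition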;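 also: peak minus trough fluorescence over baseline after final BAM8-22 challenge near maximal dose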
RGS4 inh: inhibitors of human RGS4; HEK293 M3R/RGS4 inducible, Fluo-4 calcium flux; hits give high values; triggered by carbachol at its EC20; P49798; AID 463165; B-score at 10 µM; hit rate 0.45% among 310,000;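 active = B-score, a plate-corrected calcium signal, over three deviations above library mean, with baseline fluorescence within five deviations of library mean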;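 also: RGS4 expression induced by doxycycline in cells with stable M3 receptor; B-score is computed from the integrated fluorescence ratio over baseline after carbachol; higher B-score means a larger calcium signal and so more RGS4 inhibition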
* = called active by the depositor; i = inactive; x = no result given. Compounds were not picked by outcome; about 5.8% have a hit in one of these screens.

SMILES | TMEM16A act | TRPC6 activator | TRPC4 inh | TRPC4 act | TRPC6 inhibitor | TRPC4 PAM | MrgX1 agonist | MrgX1 allo act | TMEM16A inh | MrgX1 antagonist | RGS4 inh
Cc1cccc(OCc2nnc(SCC(=O)Nc3cccc(C(=O)N4CCOCC4)c3)n2C)c1 | i | i | i | i | i | i | i | i | i | i | i
COc1ccc(Cl)cc1NC(=O)C(C)N(C)Cc1cccc(Cl)c1Cl (stereo not given) | i | i | i | i | i | i | i | i | i | i | i
Oc1cc2c(cc1CN1CCc3ccccc3C1)OCO2 | i | i | i | i | i | i | i | i | i | i | i
O=c1c(Cc2c(F)cccc2Cl)c(O)ccn1CCCN1CCOCC1 | i | i | i | i | i | i | i | i | i | i | i
O=C(O)c1ccc(-n2cccc2/C=N\NC(=O)c2cc3cc(Br)ccc3o2)cc1 | i | i | i | i | i | i | i | i | i | i | i
COc1ccc(C(=O)N/C(N)=N/c2nc3ccccc3o2)cc1 | i | i | i | i | i | i | i | i | i | i | i
O=C(CN1C(=O)c2ccccc2C1=O)N(CCO)Cc1ccccc1 | i | i | i | i | i | i | i | i | i | i | i
COC(=O)c1ccccc1NC(=O)Nc1nnc(N2CCCCC2C)s1 (stereo not given) | i | i | i | i | i | i | i | i | i | i | i
Cc1ccc(/C(O)=C2/C(=O)C(=O)N(CCN3CCOCC3)C2c2ccccn2)cc1 (stereo not given) | i | i | i | i | i | i | i | i | i | i | i
O=C(Cn1ncn2c(cc3ccccc32)c1=O)NCCC1=CCCCC1 | i | i | i | i | i | i | i | i | i | i | i
COc1ccc(C(=O)Nc2nc3cc(OC)c(OC)cc3c(=O)[nH]2)cc1 | i | x | x | x | x | x | i | i | i | i | x
CNS(=O)(=O)c1cccc(C(=O)OCC(=O)N(Cc2ccccc2)C(C)(C)C)c1 | i | i | i | i | i | i | i | i | i | i | i
Cc1nc2ccc(NC(=O)c3ccc(S(=O)(=O)N(C)c4ccccc4)cc3)cc2s1 | i | i | i | i | i | i | i | i | i | i | i
CC12CN(S(=O)(=O)c3ccccc3)CC(C)(CN(S(=O)(=O)c3ccccc3)C1)C2 | i | i | i | i | i | i | i | i | i | i | i
COc1ccc(NC(=O)CN(C)C(=O)c2cc(-c3ccncc3)nc3ccccc23)cc1 | i | i | i | i | i | i | i | i | i | i | i
COc1ccc(S(=O)(=O)N2CCOCC2)cc1NS(=O)(=O)/C=C/c1ccccc1 | i | i | i | i | i | i | i | i | i | i | i
Cc1ccc(S(=O)(=O)N2CCOCCOCCOCCOCCOCC2)cc1 | i | i | i | i | i | i | i | i | i | i | i
O=S(=O)(c1ccc(Cl)cc1)N1CCn2c1nc1ccccc12 | i | i | i | i | i | i | i | i | i | i | i
Cc1ccccc1OC(=O)CCC(=O)OCCCC(F)(F)C(F)(F)F | i | i | i | i | i | i | i | i | i | i | i
Cn1c(=O)oc2cc(S(=O)(=O)N3CCCC(C(=O)NC4CCCc5ccccc54)C3)ccc21 (stereo not given) | i | i | i | i | i | i | i | i | i | i | i
Cc1c(C(=O)Nc2ccc(Cl)cc2)c2ccccn2c1CCc1ccncc1 | i | i | i | i | i | i | i | i | i | i | i
CN(C)S(=O)(=O)c1cccc(NC(=O)NCCCl)c1 | i | i | i | i | i | i | i | i | i | i | i
COc1ccc(CNCc2ccc(F)cc2)c(OC)c1 | i | i | i | i | i | i | i | i | i | i | i
CCOC(=O)C1=C(C)NC(=O)NC1c1ccc(OCC(=O)Nc2ccccc2)c(OC)c1 (stereo not given) | i | i | i | i | i | i | i | i | i | i | i
CCC/C(=N/NC(=O)c1csc(C)c1C)c1ccc(Cl)s1 | i | i | i | i | i | i | i | i | i | i | i
COC(=O)c1ccc(Cn2nc(C(F)(F)F)cc2C)cc1 | i | i | i | i | i | i | i | i | i | i | i
O=S(=O)(c1cccc2nsnc12)N1CCCC1 | i | i | i | i | i | i | i | i | i | i | i
C#CCNC(=O)C1=C[C@@H](c2cn(C(C)=O)c3ccccc23)C[C@@H](OCc2ccc(CO)cc2)O1 | i | i | i | i | i | i | i | i | i | i | i
Cn1c(=O)c2c(ncn2Cc2nnc(N)s2)n(C)c1=O | i | i | i | i | i | i | i | i | i | i | i
Cc1ccc(S(=O)(=O)N(C)CC(=O)N2CC(C)OC(C)C2)cc1 (stereo not given) | i | i | i | i | i | i | i | i | i | i | i
Cc1nc(N/C(N)=N/S(=O)(=O)c2ccc([N+](=O)[O-])cc2)nc2ccccc12 | i | i | i | i | i | i | i | i | i | i | i
COC(=O)c1ccc(CSc2nc3sc(C(=O)O)c(C)c3c(=O)[nH]2)cc1 | x | i | i | i | i | i | i | i | i | i | i
CC(/C=C1\SC(=S)N(CC(=O)O)C1=O)=C\c1ccccc1 | i | i | i | i | i | i | i | i | i | i | i
COc1ccc(/C=N/NC(=O)c2cc(C)on2)c2ccccc12 | i | i | i | i | i | i | i | i | i | i | i
NC(=S)N/N=C1/CCSc2ccc3ccccc3c21 | i | i | i | i | i | 17* | i | i | i | i | i
Cc1cc(C)c2c(c1)c1nnc(SCCN3CCCCC3)nc1n2C | i | i | i | i | i | i | x | x | x | x | i
O=C(CCCNC(=O)c1ccc(Cl)cc1)NCc1ccccc1Cl | i | i | i | i | i | i | i | i | i | i | i
CCN(CC)S(=O)(=O)c1ccc(N2CCOCC2)c(NC(=O)C2=COCCO2)c1 | i | i | i | i | i | i | i | i | i | i | i
CN(c1ccc(OCC(=O)N2CCOCC2)cc1)S(=O)(=O)c1ccc(F)cc1 | i | i | i | i | i | i | i | i | i | i | i
CC/C(=N\NS(C)(=O)=O)c1ccccc1 | x | i | i | i | i | i | i | i | i | i | i
O=C(COC(=O)c1cccs1)NCc1ccco1 | i | i | i | i | i | i | i | i | i | i | i
COC(=O)c1ccccc1NC(=O)CSc1nc(N)cc(=O)[nH]1 | i | i | i | i | i | i | i | i | i | i | i
COC(=O)C1=C(C)N(c2cccc3ccccc23)C(=O)C1 | i | i | i | i | i | i | i | i | i | i | i
CC(=O)c1c(C(C)=O)c(C)n(NC(=O)c2ccncc2)c1C | i | i | x | i | i | i | i | i | i | i | i
COC(=O)c1nnn(CC(=O)Nc2cc(Cl)ccc2C)c1C(=O)OC | x | i | i | i | i | i | i | i | i | i | i
Cc1ccc(CN(C(=O)CNC(=O)c2cccs2)C(C(=O)NCC2CCCO2)c2ccccc2)cc1 (stereo not given) | i | i | i | i | i | i | i | i | i | i | i
COc1ccc(-c2ccnc3c(C(=O)O)cnn23)cc1 | i | i | i | i | i | i | i | i | i | i | i
O=C(COc1ccc(Br)cc1)Nc1ccccc1C(=O)N1CCOCC1 | i | i | i | i | i | i | i | i | i | i | i
Cc1cccc(C)c1OCC(=O)NNC(=O)c1ccoc1C | i | i | i | i | i | i | i | i | i | i | i
Clc1ccc(CONc2ncnc3nonc23)c(Cl)c1 | i | i | i | i | i | 30* | i | i | 100* | i | i
Additional results
SMILES | TMEM16A act | TRPC6 activator | TRPC4 inh | TRPC4 act | TRPC6 inhibitor | TRPC4 PAM | MrgX1 agonist | MrgX1 allo act | TMEM16A inh | MrgX1 antagonist | RGS4 inh
COc1ccc(CNCCC(c2ccc(OC(C)C)cc2)c2ccccc2OC)cc1 (stereo not given) | i | i | i | i | i | i | i | i | i | i | i
O=c1[nH]c(/C=C\c2cccc(O)c2)nc(O)c1[N+](=O)[O-] | i | i | i | i | i | i | i | i | i | i | i
Cc1cccc(NS(=O)(=O)c2cc(C(=O)N3CCCC3)ccc2Cl)c1 | i | i | i | i | i | i | i | i | i | i | i
COC(=O)CSc1cccc2c1C(=O)CC2c1ccccc1 (stereo not given) | i | i | i | i | -7.69* | i | i | i | i | i | i
O=C(NC1CCCCC1)c1ccc(-c2ccccc2)cc1 | i | i | i | i | i | i | i | i | i | i | i
COc1ccc(/C=C/C(=O)NCc2nc3ccccc3[nH]2)cc1OC | i | i | i | i | i | i | i | i | i | i | i
COc1ccccc1-n1c(-c2ccco2)n[nH]c1=S | i | i | i | i | i | i | i | i | i | i | i
Cc1ccc(-c2cc(C(=O)O)n[nH]2)s1 | i | i | i | i | i | i | i | i | i | i | i
O=C1CC(c2ccccc2)CC(O)=C1C=NCCN1CCN(C(=S)Nc2cccc(Cl)c2)CC1 (stereo not given) | i | i | i | i | i | i | i | i | i | i | i
CCCCn1c(N)c(N(CC(C)C)C(=O)c2cc(Cl)nc3ccccc23)c(=O)[nH]c1=O | i | i | i | i | i | i | i | i | i | i | i
CCCCNc1ccc(S(=O)(=O)c2cccc([N+](=O)[O-])c2)cc1[N+](=O)[O-] | i | i | i | i | i | i | i | i | i | i | i
N#CC1=C(S)N=C(N)C(c2nc(-c3ccccc3)cs2)C12CCCCC2 (stereo not given) | i | i | i | i | i | i | i | i | i | i | i
Fc1ccccc1Sc1ccccc1CNC1=NCCN1 | i | i | -6* | i | i | i | i | i | i | i | i
COc1ccc(C(=O)NC(C)CCCC(C)(C)O)cc1OC1CCN(C(C)=O)CC1 (stereo not given) | i | i | i | i | i | i | i | i | i | i | i
Cc1ccc(S(=O)(=O)N2CCCC(c3nc4c(nnn4Cc4ccc5c(c4)OCCO5)c(=O)[nH]3)C2)cc1 (stereo not given) | i | i | i | i | i | i | i | i | i | i | i
CC(C)(C)NS(=O)(=O)c1ccc2nc(NC(=O)c3ccc(N4C(=O)CCC4=O)cc3)sc2c1 | i | i | i | i | i | i | i | i | i | i | i
NS(=O)(=O)c1ccc(CNC(=O)c2cc(-c3ccccn3)nc3ccc(Cl)cc23)cc1 | i | i | i | i | i | i | i | i | i | i | i
CCOC(=O)C1=C(C(F)(F)F)Nc2ncnn2C1c1cc(OC)c(OC)cc1OC (stereo not given) | i | i | i | i | i | i | i | i | i | i | i

Assay outcomes (PubChem BioAssay)
